Fibroblast inh: antiproliferative effect on LL 47 fibroblasts – human, LL 47 cells, CellTiter-Glo luminescence, primary screen; LL 47 human lung fibroblast viability, ATP luminescence; stronger effect = lower value; viability, % at 10 µM; 85,000 compounds, 1.1% hits;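 active = viability at or below 50% in the single dose screen; inactive = viability above 50%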;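 also: compound exposure lasted 72 h before the ATP readout; 100% = median luminescence of untreated cell-only wells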
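Assay system: human lung fibroblast line LL 47, low passage. Input: 1,150 fibroblasts seeded per well. Times: overnight cell rest, 72 h compound treatment at 37 °C. Evaluation: % viability of median cell-only signal. Technique: luminescent ATP detection, CellTiter-Glo. Control set: cell-only wells, no compound.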
HUVEC prolif 384: inhibitors of HUVEC proliferation, primary screen, cell-based, 384-well. viability, % at 10 µM (by protocol). CellTiter-Glo luminescence, 72 h; stronger effect = lower value. 86,000 compounds, 1.1% hits;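 active = viability at or below 30%; inactive = viability above 30%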;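 also: 100% = median luminescence of DMSO-only cell control wells on each plate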
Mac1 fbg inh: inhibitors of CD11b/CD18 adhesion to fibrinogen, primary screen, K562 cells, luminescence. 93,000 compounds, 0.54% hits. AID 1497, 2009. inhibition, % at 10 µM. ATPlite luminescence; Mn2+ added to activate the integrin. Integrin beta-2 (Homo sapiens) + Integrin alpha-M (Homo sapiens), P05107+P11215;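 active = primary inhibition of 50% or more at 10 µM, then 40% or more on retest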; also: some results filed as inactive read as strong as hits
CD11b adhes enh: enhancers of CD11b/CD18 adhesion to fibrinogen, primary screen, K562 cells, luminescence; activation, % at 10 µM; ATPlite luminescence; 93,000 compounds, 0.07% hits;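 active = 10 µM primary screen giving 50% or more activity, confirmed by 40% or more on retest at that dose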; also: strong numbers were not always called active
ERa coact pot: enhancers of ERα–SRC-1 coactivator binding, primary screen, biochemical, TR-FRET, ERα LBD, low estradiol; coactivator binding (% of control), % at 25.6 µM; Estrogen receptor (Homo sapiens), P03372; TR-FRET ERalpha-LBD/SRC-Cy5 coactivator binding, 2 h; 100 = basal binding, no effect; 86,000 compounds, 1.3% hits; in the data active = activity above about 200%;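 also: binding measured in presence of low estradiol as agonist stimulus; 0% = peptide alone without receptor and 100% = receptor with peptide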
CYP2C19 inh: blockers of cytochrome P450 2C19 activity – biochemical, luminescence, ADME assay, primary screen. P33261. CYP2C19 Supersomes, luciferin-H EGE luminescence, 30 min. inhibition, % at 5 µM. 96,000 compounds, 21% hits;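 active = CYP2C19 inhibition above a set limit at 5 µM in the primary screen, cut at about 50% in these data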;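 also: plate controls were negative control wells for no effect and 2.5 mM tranylcypromine positive control for full effect; values of inactives mirror those of a sister screen read the other way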
Target sequence (P33261 whole entry, looked up): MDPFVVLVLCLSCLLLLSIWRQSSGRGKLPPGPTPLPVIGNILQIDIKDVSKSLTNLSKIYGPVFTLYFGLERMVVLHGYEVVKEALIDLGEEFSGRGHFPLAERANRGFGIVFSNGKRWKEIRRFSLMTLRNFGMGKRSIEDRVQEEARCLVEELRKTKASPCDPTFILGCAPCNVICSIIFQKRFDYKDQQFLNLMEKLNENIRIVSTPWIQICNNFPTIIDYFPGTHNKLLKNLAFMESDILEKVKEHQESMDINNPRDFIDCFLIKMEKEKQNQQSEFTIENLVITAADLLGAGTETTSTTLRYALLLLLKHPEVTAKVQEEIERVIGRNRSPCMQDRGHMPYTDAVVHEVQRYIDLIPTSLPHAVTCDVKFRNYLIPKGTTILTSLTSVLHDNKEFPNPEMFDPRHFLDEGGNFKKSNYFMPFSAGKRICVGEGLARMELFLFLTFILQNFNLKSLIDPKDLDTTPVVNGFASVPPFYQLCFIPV
CYP2C19 act: human CYP2C19 activators, primary screen, biochemical, luminescence; recombinant CYP2C19, luciferin-H EGE luminescence; stronger effect = higher value; 0 = fully inhibited enzyme, 1 = untreated enzyme; AID 1025, 2008; 96,000 tested, under 10 active; activation factor at 5 µM; Cytochrome P450 2C19 (Homo sapiens), P33261;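 active = activation factor of at least 2 at 5 µM in the primary screen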;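 also: 0 = wells with 2.5 mM tranylcypromine and 1 = vehicle-only wells; values of inactives mirror those of a sister screen read the other way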
ERa SRC1 inh: ERα–SRC-1 coactivator interaction inhibitors, primary screen, biochemical, TR-FRET, ERα LBD, estradiol-bound; inhibition, % at 25.6 µM; Estrogen receptor (Homo sapiens), P03372; TR-FRET ER-alpha LBD / SRC-1 peptide; AID 629, 2007; 86,000 compounds, 1.7% hits; in the data active = inhibition above about 50%;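 also: 0% = receptor plus peptide control and 100% = peptide only without receptor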
H69AR inhibit: proliferation blockers of H69AR lung cancer cells, primary screen, cell-based, human, 86K library. viability, % at 10 µM. 85,000 compounds, 6% hits. H69AR lung tumor viability, ATP luminescence, 72 h; stronger effect = lower value;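 active = viability at or below 40%; inactive = viability above 40%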;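 also: multidrug resistant small cell line overexpressing MRP-1 efflux transporter; 100% = mean luminescence of untreated control wells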
* hit, by the source's call; . = not tested or not shown; [ ] = dose if it differs, or a comment.

Below each compound: Fibroblast inh	HUVEC prolif 384	Mac1 fbg inh	CD11b adhes enh	ERa coact pot	CYP2C19 inh	CYP2C19 act	ERa SRC1 inh	H69AR inhibit
CCOC(=O)C1=C(C)N(CCO)C(=O)NC1c1cccc(O)c1 (stereo not drawn)
→ 98	95	-3	0	109	-14	1.1	-6	94
CCCN1C(=O)CC(c2ccco2)Sc2ccccc21 (stereo not drawn)
→ .	.	8	-1	.	8	0.9	.	.
O=C(Nc1ncc(Cl)cn1)c1cccs1
→ 95	89	-26	2	110	23	0.8	-4	95
CC(=O)NC(CCS(C)(=O)=O)C(=O)Nc1ccccc1Cl (stereo not drawn)
→ 104	101	-2	-1	99	11	0.9	31	102
Nn1c(SCC(=O)Nc2ccccc2F)nc2ccccc2c1=O
→ 97	104	-8	-2	117	-6	1.1	-3	104
CCOc1ccc(NC(=O)N(C2CCCCC2)C(C)c2cccnc2)cc1 (stereo not drawn)
→ 97	101	-4	4	96	41	0.6	-2	95
Cc1cc(NC(=O)CCc2ccc(S(=O)(=O)N3CCOCC3)cc2)n(-c2ccccc2)n1
→ 93	99	.	.	96	.	.	-6	99
COc1cccc(OCCCOc2ccc([N+](=O)[O-])cc2Cl)c1
→ .	.	6	-3	.	24	0.8	.	.
O=C(CN1CCN(Cc2ccccc2Cl)C1=O)NCC1CCCO1 (stereo not drawn)
→ 104	90	-12	2	109	0	1	0	75
Cc1cc(-c2ccccc2)nc2[n+]1CCN2C
→ 102	104	-18	-1	117	-3	1	2	99
COc1ccc2nc(SCC(=O)N3CC(=O)Nc4ccccc43)c(C#N)cc2c1
→ .	.	-30	2	.	11	0.9	.	.
CCN(CC)C(=O)CSc1nc2ccccc2c(=O)n1OC
→ 90	88	3	-2	81	45	0.6	4	78
CCCn1nc(C(=O)NCc2ccccn2)c2ccccc2c1=O
→ 102	102	-11	0	161[fluorescence artefact?]	15	0.8	-8	84
Clc1ccc2[nH]c3c(N4CCC5(CC4)OCCO5)ncnc3c2c1
→ .	.	66	-8	.	76*	0.2	.	.
O=C(c1ccc(-c2ccccc2)cc1)N1CCN(c2nc3ccccc3o2)CC1
→ 95	103	.	.	87	.	.	11	93
COc1ccc(OC)c(C2C(C#N)=C(N)Oc3cc(C)n(Cc4ccccn4)c(=O)c32)c1 (stereo not drawn)
→ 106	91	-7	-4	97	-6	1.1	-27	86
CC1(C(=O)NC2CCCCC2)CCC(=O)N1Cc1cccs1 (stereo not drawn)
→ 92	101	6	4	114	18	0.8	2	99
CC1(C)Oc2ccc(C(=O)N3CCOCC3)cc2N(CC(=O)N2CCOCC2)C1=O
→ 94	102	3	-5	134	-11	1.1	-9	.
O=C(NCCO)c1cccc(S(=O)(=O)N2CCCCC2)c1
→ 94	95	1	-6	119[fluorescence artefact?]	-3	1	-6	102
CC(C)(C)c1nc2ccccc2c(=O)n1N1C(=O)c2ccccc2C1=O
→ 89	79	.	.	89	.	.	12[fluorescence artefact?]	63
Cc1c(Br)c([N+](=O)[O-])nn1CC(=O)NCc1cccnc1
→ 102	93	2	-4	107	90*	0.1	7[fluorescence artefact?]	93
CCOC(=O)C1CCN(C(=O)CS(=O)Cc2nc(-c3ccc(C)cc3)oc2C)CC1 (stereo not drawn)
→ 91	102	-4	0	100	40	0.6	4	90
O=C(N1CCOCC1)N(CCN1CCOCC1)Cc1cccc(Cl)c1
→ 100	102	-2	-4	125[fluorescence artefact?]	-1	1	-6	88
CCCN1C(=O)/C(=C/c2c(NCCCOCC)nc3c(C)cccn3c2=O)SC1=S
→ .	.	14	16	.	-1	1	.	.
Cc1ccc(C(=O)N/C(=C/c2ccc(-c3cccc([N+](=O)[O-])c3)o2)C(=O)NC(C)C)cc1
→ .	.	1	3	.	21	0.8	.	.
CCn1c(SCC(=O)N2c3ccccc3Sc3ccccc32)nc2c1c(=O)n(C)c(=O)n2C
→ 88	79	1	-3	108	5	0.9	7[fluorescence artefact?]	56
O=C(CSc1ccc(-c2ccccc2)nn1)N1CCOCC1
→ 102	104	-31	6	99	23	0.8	-5	97
O=C(CSc1nnc(-c2cccs2)o1)N1CCCc2ccccc21
→ 99	100	-6	1	102	77*	0.2	-1	89
O=c1cc(-c2ccccc2)c2ccc(O)c(CN3CCCCC3)c2o1
→ 92	94	-11	0	107	-4	1	-8	88
NC(=O)c1sc2nc(N3CCOCC3)c3c(c2c1N)CCCC3
→ 91	95	6	0	71	14	0.9	-7[fluorescence artefact?]	90
O=c1[nH]c2cccnc2n1Cc1ccco1
→ 102	96	.	.	110	-17	1.2	0[fluorescence artefact?]	100
CCc1ccc(/C=N/NC(=O)c2cc(C3CC3)nc3ccc(Br)cc23)s1
→ .	.	18	-6	.	10	0.9	.	.
COC(=O)NCC(c1cccnc1)N1CCOCC1 (stereo not drawn)
→ 98	91	.	.	98	.	.	-5	102
COc1ccc(CNc2nc3c(c(=O)n(Cc4ccc(Cl)cc4)c(=O)n3C)n2C)cc1
→ 102	67	32	0	132[fluorescence artefact?]	14	0.9	7[fluorescence artefact?]	82
CCOc1ccccc1C(C(=O)NC1CCCC1)N(Cc1ccco1)C(=O)CNC(=O)c1ccco1 (stereo not drawn)
→ 97	96	.	.	92	.	.	9	92
N#CC(C(=O)NC1CC1)c1nc2ccccc2nc1N1CCCC1 (stereo not drawn)
→ 97	78	4	3	122[fluorescence artefact?]	10	0.9	2[fluorescence artefact?]	80
CCOCCCNC(=O)C(NC(=O)c1ccc(=O)[nH]c1)c1ccc(C)cc1 (stereo not drawn)
→ 98	100	8	-10	107	5	0.9	-3	95
C=CCN1C(=O)CSc2ccc(C(=O)NCc3ccco3)cc21
→ 93	90	-7	-4	114	8	0.9	4	83
COc1ccc(C2C(C#N)=C(N)N(c3ccccc3)C3=C2C(=O)CCC3)cc1Cn1cc([N+](=O)[O-])cn1 (stereo not drawn)
→ .	.	-11	-4	.	7	0.9	.	.
Cc1cc(C(=O)CSc2nn3c(=O)c(C(C)(C)C)nnc3s2)c(C)n1-c1ccc(F)cc1
→ 90	86	2	37	156	31	0.7	-7	86
CC1CN(C(=O)CSc2nnc3c(Cl)cc(Cl)cn23)CC(C)O1 (stereo not drawn)
→ 98	101	-9	1	101	-6	1.1	-8	95
CC(C)NS(=O)(=O)c1ccc(CCC(=O)NCc2cccnc2)cc1
→ 97	102	3	-3	106	8	0.9	7[fluorescence artefact?]	105
O=C(Nc1cccc(O)c1)c1ccc(Br)cc1
→ 91	91	1	-2	117	52*	0.5	-7	75
N#Cc1c(C(F)(F)F)cc(-c2cccs2)nc1SCc1ccc(Cl)nc1
→ .	.	-3	15	.	8	0.9	.	.
COc1cc(OC)cc(-c2nnc(SCC(=O)N3CCCCC3)o2)c1
→ 94	87	-2	0	3[fluorescence artefact?]	13	0.9	-5	77

3 compounds picked at random from the list so far, as already listed:
Below each compound: Fibroblast inh	HUVEC prolif 384	Mac1 fbg inh	CD11b adhes enh	ERa coact pot	CYP2C19 inh	CYP2C19 act	ERa SRC1 inh	H69AR inhibit
CC(C)NS(=O)(=O)c1ccc(CCC(=O)NCc2cccnc2)cc1
→ 97	102	3	-3	106	8	0.9	7[fluorescence artefact?]	105
O=c1[nH]c2cccnc2n1Cc1ccco1
→ 102	96	.	.	110	-17	1.2	0[fluorescence artefact?]	100
C=CCN1C(=O)CSc2ccc(C(=O)NCc3ccco3)cc21
→ 93	90	-7	-4	114	8	0.9	4	83

Carrying on.
Below each compound: Fibroblast inh	HUVEC prolif 384	Mac1 fbg inh	CD11b adhes enh	ERa coact pot	CYP2C19 inh	CYP2C19 act	ERa SRC1 inh	H69AR inhibit
COc1nc(C)ccc1-c1noc(-c2ccccn2)n1
→ 104	105	15	0	120	30	0.7	-4	93
CC1Cc2ccccc2N1c1ncnc2nc[nH]c12 (stereo not drawn)
→ 89	43	4	3	119	14	0.9	-7	74
O=C(CCCCCn1c(=O)[nH]c2ccsc2c1=O)NCc1ccc(F)cc1
→ 105	95	-4	-3	111	35	0.6	-4	97
COc1ccccc1N1CCN(C(=O)CCCCn2c(=O)[nH]c3ccsc3c2=O)CC1
→ 94	92	-14	1	99	48	0.5	0	86
COc1ccc(C(=O)/C=C(\C)NCc2ccc3c(c2)OCO3)cc1
→ .	.	5	0	.	24	0.8	.	.
COc1ccc(N(CC(=O)Nc2ccc(C)cn2)S(=O)(=O)c2c(C)nn(C)c2C)cc1
→ 98	93	-21	-2	127	86*	0.1	-8	83
C=CCn1c(Sc2nc(C)cs2)nc2c1c(=O)[nH]c(=O)n2C
→ .	.	-17	7	.	5	0.9	.	.
CCC(=O)Nc1ccccc1C(=O)OCC(=O)c1cccc2ccccc12
→ .	.	0	2	.	11	0.9	.	.
COc1ccccc1N=c1sc2ccccc2n1C
→ .	.	7	-3	.	77*	0.2	.	.
CCOC(=O)c1[nH]c(C)c(C(=O)Nc2ccc(F)cc2)c1C
→ 99	100	6	3	80	19	0.8	4	84
COc1ccc(CC(=O)Nc2nc3ccccc3s2)cc1S(=O)(=O)N1CCOCC1
→ 93	108	6	-5	100	76*	0.2	-3	78
Cc1nccn1CCCN1C(=O)OC2(CCCCC2)C1(C)O (stereo not drawn)
→ 102	99	.	.	94	.	.	7	95
c1ccc(-c2nnc(CSc3nncs3)o2)cc1
→ 102	102	-39	11	78[fluorescence artefact?]	32	0.7	9	89

Screening data as filed in PubChem BioAssay.
